# USP8 block = inhibitors of human USP8 deubiquitinase. purified USP8, Ub-rhodamine cleavage fluorescence, 30 min. actives 4.2% (n = 47,000). inhibition, % at 20 µM. P40818
# USP10 inh = blocks human USP10 ubiquitin-rhodamine cleavage | purified USP10, Ub-rhodamine fluorescence, 60 min | inhibition, % at 20 µM | actives 1.1% (n = 47,000)
# USP17 block = inhibitors of human USP17 deubiquitinase. A8MUK1. purified USP17, Ub-rhodamine cleavage fluorescence, 3 h. inhibition, % at 50 µM. actives 6.5% (n = 47,000)
# UCHL1 inh = blocks human UCHL1 ubiquitin-rhodamine cleavage; inhibition, % at 20 µM; P09936; AID 1645859; actives 0.2% (n = 47,000); purified UCHL1, Ub-rhodamine cleavage fluorescence
# USP30 block = human USP30 deubiquitinase inhibition; inhibition, % at 25 µM; purified USP30, Ub-rhodamine cleavage fluorescence; Q70CQ3; actives 5.3% (n = 47,000)
# USP28 inh = human USP28 deubiquitinase inhibition | Q96RU2 | purified USP28, Ub-rhodamine cleavage fluorescence, 30 min | inhibition, % at 25 µM | actives 3% (n = 47,000) | AID 1645857
# OTUD3 block = blocks human OTUD3 ubiquitin-rhodamine cleavage; purified OTUD3, Ub-rhodamine fluorescence, 2 h; inhibition, % at 25 µM; actives 0.7% (n = 47,000); AID 1645858
# USP7 block = blocks human USP7 ubiquitin-rhodamine cleavage; inhibition, % at 20 µM; purified USP7, Ub-rhodamine cleavage fluorescence; actives 0.3% (n = 47,000); AID 1645854
# Target sequence (Q93009 whole entry, looked up): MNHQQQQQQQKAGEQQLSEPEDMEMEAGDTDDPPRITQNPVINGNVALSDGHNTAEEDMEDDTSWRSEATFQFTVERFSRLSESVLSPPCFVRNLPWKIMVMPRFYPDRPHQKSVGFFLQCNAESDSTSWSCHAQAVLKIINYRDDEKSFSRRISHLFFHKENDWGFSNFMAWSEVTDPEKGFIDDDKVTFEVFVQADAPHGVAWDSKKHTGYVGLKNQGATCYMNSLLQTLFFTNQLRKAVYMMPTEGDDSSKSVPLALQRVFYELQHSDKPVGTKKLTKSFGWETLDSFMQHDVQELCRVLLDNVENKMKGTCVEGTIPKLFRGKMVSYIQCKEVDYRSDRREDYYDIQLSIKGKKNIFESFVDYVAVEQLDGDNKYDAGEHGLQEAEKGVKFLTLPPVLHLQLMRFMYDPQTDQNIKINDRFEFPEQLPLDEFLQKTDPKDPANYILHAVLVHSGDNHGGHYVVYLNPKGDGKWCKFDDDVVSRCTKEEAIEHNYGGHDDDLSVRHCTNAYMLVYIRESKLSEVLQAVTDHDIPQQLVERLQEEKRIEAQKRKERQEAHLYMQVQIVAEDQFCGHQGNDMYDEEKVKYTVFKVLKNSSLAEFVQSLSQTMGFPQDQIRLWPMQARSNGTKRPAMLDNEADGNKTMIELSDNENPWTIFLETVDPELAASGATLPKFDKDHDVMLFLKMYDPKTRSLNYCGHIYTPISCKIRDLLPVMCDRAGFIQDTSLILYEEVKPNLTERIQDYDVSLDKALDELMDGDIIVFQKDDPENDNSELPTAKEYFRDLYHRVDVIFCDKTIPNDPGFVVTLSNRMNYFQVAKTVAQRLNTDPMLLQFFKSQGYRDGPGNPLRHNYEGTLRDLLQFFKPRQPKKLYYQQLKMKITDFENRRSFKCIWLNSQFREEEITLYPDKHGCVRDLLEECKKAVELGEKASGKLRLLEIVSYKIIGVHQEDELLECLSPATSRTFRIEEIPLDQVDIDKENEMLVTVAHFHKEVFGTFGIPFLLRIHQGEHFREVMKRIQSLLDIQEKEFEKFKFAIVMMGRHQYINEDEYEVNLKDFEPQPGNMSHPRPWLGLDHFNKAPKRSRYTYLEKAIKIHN
# * hit, by the source's call; / = no result given. No stated cut-off is given here; in the data, active means inhibition above about 30%; inactive means the rest. Hits appear at their usual frequency. About 14% of those tested had a hit in this group.
structure,USP8 block,USP10 inh,USP17 block,UCHL1 inh,USP30 block,USP28 inh,OTUD3 block,USP7 block
CC(C)(C)c1cc2n(n1)CCN(C(=O)c1ccncc1)C2,13,-2,19,3,15,8,16,0
c1ccc2nc(-c3ccc(N4CCOCC4)cc3)ccc2c1,-14,-6,-62,-11,-229,-63,-51,-22
COc1cccc(C(=O)N2CCC(c3nc(NC4CC4)ncc3-c3cc(C)no3)CC2)c1,23,0,11,2,27,19,7,5
CCc1ccc(NC(=O)CN2CCN3CCCC3C2)cc1 (stereo not drawn),-15,-3,-11,-1,-9,-3,-3,0
COc1ccc2[nH]c(=O)c(CN(CCc3ccc(OC)c(OC)c3)C(=O)Nc3ccc(F)cc3)cc2c1,2,8,8,8,7,10,11,6
CC(C)n1cnc(-c2nc(C(=O)NCC3CCCO3)c3ccccn23)c1 (stereo not drawn),-173,-1,-136,-26,-324,-89,-73,-24
Cn1c(NC(=O)c2ccc(Cl)cc2Cl)c(-c2ccccn2)c(=O)c2ccccc21,-2,-6,16,-4,-30,-1,6,-3
O=C(c1ccc(Br)o1)N1CCn2cnnc2C1,6,0,2,4,8,7,-1,6
CCOC(=O)N1CCN(c2nccn3nc(-c4ccc(Cl)cc4)cc23)CC1,8,-4,12,-1,-55,-8,2,-3
O=C(Cc1nc(-c2ccccc2)n[nH]1)Nc1ccc(F)cc1,-6,-1,-13,-5,-5,-11,-2,0
Cc1ccc(C(=O)N2CCN(CC(=O)Nc3nnc(-c4ccccc4C)s3)CC2)cc1,17,2,14,3,21,11,3,6
O=C(CCCn1c(SCc2ccccc2F)nc2ccccc2c1=O)NCCc1ccccc1,2,2,6,-2,15,2,6,5
CN(Cc1cc2ccccc2[nH]c1=O)C(=O)c1ccc(Cl)cc1,2,0,-2,1,3,6,17,0
CN(C)[C@@H]1[C@@H](O)[C@H](Oc2ccccc2)C[C@H]1NC(=O)C1CCOCC1,0,1,14,2,10,13,13,6
Cc1ccccc1C(=O)Nc1ccc2c(c1)C(=O)N(C)c1ccccc1O2,9,4,2,1,-3,40*,-2,4
Cc1nn2c(CNS(=O)(=O)Cc3ccccc3)c(C)nc2s1,0,1,-12,-1,-13,-6,-12,0
Cc1ccc(N(CC(=O)NCc2ccncc2)S(=O)(=O)c2ccccc2)c(C)c1,4,3,1,0,10,8,7,-8
COc1ccccc1OC(C)C(=O)Nc1cccc2ccc(C)nc12 (stereo not drawn),8,8,11,7,19,21,11,9
COc1ccc(-c2c(NC(=O)Cc3cccc(C)c3)n[nH]c2C)cc1,-2,2,0,1,-5,-4,0,-17
COc1ccc(OCC(=O)NCc2ccc(-c3ncncc3-c3cc(C)no3)cc2)cc1,1,1,9,0,13,5,2,6
O=C(CSc1cn(CC(=O)N2CCCCC2)c2ccccc12)Nc1ccc2c(c1)OCO2,-25,1,8,0,18,10,3,4
CCOc1c(C)cnc2c1c(=O)n(CC(=O)NCC1CCCO1)c(=O)n2C (stereo not drawn),0,-2,5,0,-10,0,4,5
O=c1[nH]c(C2CCCNC2)cc2nc(C(F)(F)F)ccc12 (stereo not drawn),2,1,1,-4,7,0,1,-16
Cc1ccc(-c2nnc(SCc3noc(CCC(=O)Nc4ccccc4)n3)o2)cc1,-23,3,21,3,40*,16,17,4
CCc1ccc(NC(=O)CSc2nnnn2-c2cccnc2)cc1,14,-1,-5,1,12,31*,13,0
Cc1ccccc1NC(=O)C1(NC(=O)c2ccccc2O)CCCCC1,8,-1,11,4,5,2,3,5
CCCc1cc(=O)[nH]c(N=C(NC(=O)c2ccccc2)Nc2ccc(F)cc2)n1,3,-1,7,0,24,8,4,6
NC(=O)C1CN(CC2(O)CCCCC2)CCN(C2CCOCC2)C1 (stereo not drawn),-27,-3,-8,-7,-24,-10,-6,-5
O=C(NCCc1ccc(O)cc1)c1ccc2nc(-n3cccc3)sc2c1,-26,-4,-152,-4,-146,-93,-71,-4
Cc1ccc2c(=O)c(C(=O)N3CCC(C)CC3)cn(CC(=O)Nc3cccc(F)c3)c2n1,-10,-8,-28,-8,-71,-12,-14,-16
Cc1nc(-c2ncc(C)[nH]2)cc(C2CCN(C(=O)C(C)(C)C)CC2)n1,3,1,2,0,15,6,-49,3
CCn1cc(Cn2cc(Cl)c([N+](=O)[O-])n2)cn1,-118,4,-8,0,20,11,18,0
Cc1cc(C)nc(Nc2ccc(C3CCN(S(=O)(=O)N(C)C)CC3)nc2)n1,19,-3,2,2,11,14,10,3
CCCC(=O)c1c[nH]c(C(=O)NCc2ccc(F)cc2)c1,24,1,69*,0,23,35*,-7,6
O=S1(=O)Cc2cnc(N3CCCC3)nc2[C@H]2CN(Cc3ccccc3F)C[C@H]21,0,-6,-3,0,-32,3,1,0
O=C(CCc1nnc2n(Cc3ccc(Cl)cc3)c(=O)c3ccccc3n12)NCCN1CCOCC1,7,-3,-3,-3,6,-2,-4,-36
Cn1c(=O)oc2ccc(C(=O)N3CCNCC3c3ccccc3)cc21 (stereo not drawn),0,4,1,1,14,10,10,-3
Cc1ccccc1NC(=O)CC1C(=O)N(C2CCCC2)c2nc3ccccc3n21 (stereo not drawn),1,1,16,3,30*,13,16,-10
COc1ccc(NC(=O)[C@@H]2C=CCN2C(=O)C2CC2)cc1,-2,-1,6,-2,15,2,14,2
CCN1CCCC1CNS(=O)(=O)c1ccc(F)c(Cl)c1 (stereo not drawn),-3,2,1,-2,0,-1,-3,-1
C[C@H](NC(=O)[C@@H]1Cc2c([nH]c3ccccc23)C2c3ccccc3C(=O)N21)C(=O)NCCc1ccccc1F (stereo partly drawn),-37,-8,-78,-10,-161,-60,-48,-23
COc1cccc(C2CC(c3ccccc3)=NC3(CCN(C)CC3)N2)c1O (stereo not drawn),19,-2,-3,-2,-16,-7,-11,-1
Cc1cccc(CC(=O)N2CCCC(c3[nH]nc4nccnc34)C2)c1 (stereo not drawn),4,0,9,-8,8,-10,-9,-2
COc1ccc(CNC(=O)[C@H](C)N2C(=O)N3CCc4c([nH]c5ccc(OC)cc45)[C@@]3(C)C2=O)cc1,17,15,50*,2,-42,33*,-7,3
CCn1c(=O)c2ccccc2n(Cc2nc(-c3cccc(OC)c3)no2)c1=O,4,-4,5,2,-39,-3,-1,5
CCCCn1nnc(NC(=O)c2ccc(Br)cc2)n1,25,3,13,3,16,14,4,5
COc1ccc(S(=O)(=O)N(C)C2(C)CCS(=O)(=O)C2)cc1 (stereo not drawn),2,-1,3,-2,-7,-4,-3,-3
O=C1Nc2ccc(S(=O)(=O)NCCCCCCNS(=O)(=O)c3ccc4c5c(cccc35)C(=O)N4)c3cccc1c23,-20,-4,17,-8,-293,38*,-54,8
CN(C)c1nc2c(cc1C(=O)NCC1CC1)CCN(S(C)(=O)=O)CC2,13,0,6,2,2,3,4,3
Cc1cc(C)n2nc(Cc3ccccc3)nc2n1,2,2,-11,-2,-15,2,1,/
COc1ccc(CNC(=O)c2[nH]nc3c2CCc2ccccc2-3)cc1,16,10,67*,0,50*,31*,-6,2
COc1cc(NC(=O)CSc2cc(N3CCCCC3)ncn2)cc(OC)c1,-2,-5,1,3,0,9,-2,-11
COc1ccc(CCNC(=O)c2cc(C3CC3)nc3c2cnn3C(C)C)cc1,-8,1,16,5,-6,68*,3,6
CN(C)S(=O)(=O)c1cccc(-c2nnc(C3(c4ccccc4)CCOCC3)o2)c1,3,0,-5,-4,-2,-9,0,-9
CCCCC(=O)O[C@H]1CC(C)=C2C(=O)C=C(C)[C@@H]2[C@H]2OC(=O)[C@@H](C)[C@@H]21,6,1,12,-1,0,6,8,-29
O=C(CCC(=O)c1ccc(F)cc1)Nc1ccccc1F,0,1,-9,-1,-3,2,-4,-2
NC(=O)Cc1nc2ccccc2n1CC(O)COCc1ccccc1 (stereo not drawn),-9,-3,1,1,-24,-1,-1,0
CCn1ncc(CN2CCC(O)(Cn3ccc4ncccc43)CC2)c1C,6,-2,5,0,-1,7,9,7
CCCCC(C)/C=C(C)/C=C(\C)C(N)=O (stereo not drawn),6,8,27,7,32*,29,14,4
Cc1cc(N2CCCCC2)n2nc(CN3CCC4(CC3)OCCO4)nc2n1,-5,-2,-17,-7,-52,-20,-10,-5

# 3 records drawn at random from those above:
structure,USP8 block,USP10 inh,USP17 block,UCHL1 inh,USP30 block,USP28 inh,OTUD3 block,USP7 block
COc1ccc(S(=O)(=O)N(C)C2(C)CCS(=O)(=O)C2)cc1 (stereo not drawn),2,-1,3,-2,-7,-4,-3,-3
CCn1ncc(CN2CCC(O)(Cn3ccc4ncccc43)CC2)c1C,6,-2,5,0,-1,7,9,7
COc1ccc(CCNC(=O)c2cc(C3CC3)nc3c2cnn3C(C)C)cc1,-8,1,16,5,-6,68*,3,6

# (list continues)
# Under each structure – USP8 block | USP10 inh | USP17 block | UCHL1 inh | USP30 block | USP28 inh | OTUD3 block | USP7 block
> O=C(Cn1ccc2ccc(F)cc21)NCC(O)c1ccccc1 (stereo not drawn)
  6 | 6 | -11 | 2 | 0 | -4 | -6 | -2
> CC(C)NC(=O)N1CCc2cc(C(=O)N3CCCC3)c(NC(C)C)nc2CC1
  -6 | 2 | -7 | -1 | -10 | -17 | -1 | -1
> c1ccc(Cc2nn3c(-c4cccnc4)nnc3c3ccccc23)cc1
  2 | 2 | 62* | -2 | 8 | 4 | 0 | 4
> COc1ccc(N(CC(=O)Nc2cc(OC)ccc2OC)S(=O)(=O)c2c(C)noc2C)cc1
  4 | 4 | 7 | 5 | 0 | -2 | 3 | 2
> COc1ccc(C(=O)Nc2cc(-c3ccc(OC)cc3)nn2C2CCS(=O)(=O)C2)cc1 (stereo not drawn)
  1 | 5 | 6 | 2 | -1 | 8 | -3 | 5
> O=c1[nH][nH]c(=O)c2n[nH]nc12
  92* | -4 | 14 | -1 | -35 | 21 | -1 | -134
> COc1ccc(N2CC(c3nnc(NC(=O)CCCc4ccccc4)s3)CC2=O)cc1 (stereo not drawn)
  -10 | 9 | 0 | -1 | 0 | 3 | 1 | 6
> Cc1cccc(NC(=O)CNc2nc(Nc3ccccc3)nc(Nc3ccccc3)n2)c1
  14 | 8 | / | 12 | 32* | 15 | 13 | 14
> Cc1cc(=O)oc2cc(OC(C)C(=O)NC3CC(C)(C)NC(C)(C)C3)ccc12 (stereo not drawn)
  -2 | 2 | 3 | -1 | 5 | 5 | 3 | 5
> Cc1ccc(Nc2c(C#N)c3c(c4nnc(SCC(N)=O)n24)COC(C)(C)C3)cc1
  -3 | 0 | -5 | 3 | -12 | 1 | 7 | 3
> Cc1cccc(Nc2cccc(C3CCCN3C(=O)C3CCOCC3)n2)n1 (stereo not drawn)
  10 | -1 | 13 | 2 | 16 | 6 | 4 | 2
> c1ccc(-n2nnc(-c3noc(-c4ccc[nH]4)n3)c2-c2ccncc2)cc1
  3 | 4 | 22 | 6 | 3 | 0 | -6 | /
> Cc1nc2sccn2c1-c1nc(-c2cc(Cl)ccc2Cl)cs1
  5 | 0 | 49* | 2 | 46* | 19 | 11 | 2
> CC1[C@@H]2[C@@H](C(=O)N3CCOCC3)C[C@H](CN1C(=O)c1ccc(O)cc1)N2C (stereo partly drawn)
  -161 | 4 | 0 | 0 | 2 | 1 | -1 | 12
> O=C(CSc1nc2ccccc2o1)c1ccc2c(c1)OCCO2
  4 | 1 | 25 | 0 | 17 | 10 | 5 | 3
> CCCNC(=O)N1CCCN(C2CCN(Cc3ccccc3)C2=O)CC1 (stereo not drawn)
  -34 | 0 | -7 | 1 | 16 | 4 | 7 | 5
> Cc1ccc(-n2ccnc2N2CCN(CC(=O)Nc3ccccc3F)CC2)cc1
  6 | 0 | / | 1 | 0 | -1 | -3 | -2
> CC1CCCN(S(=O)(=O)c2ccc(-n3cnc(C(=O)N4CCOCC4)c3)nc2)C1 (stereo not drawn)
  14 | -1 | 5 | 0 | 13 | 9 | 10 | 2
> COc1ccc2c(c1)CCc1c-2n[nH]c1C(=O)N1CCN(c2ncccn2)CC1
  -30 | 0 | 0 | 0 | -1 | -2 | -4 | 1
> Cc1ccc(Cn2c(CCCC(=O)Nc3ccc(C)cc3C)nc3cccnc32)cc1
  -52 | -12 | -74 | -28 | -181 | -54 | -60 | -34
> O=C(CN1C(=O)CSCC1=O)Nc1ccc2c(c1)OCO2
  24 | -7 | 19 | 0 | -23 | 5 | 1 | 3

# Source: PubChem BioAssay (Dana-Farber Cancer Institute and Novartis Institutes for BioMedical Research (Cambridge, Mass))
